# Vif-A3G inh: qHTS for Inhibitors of Vif-A3G Interactions: qHTS | AID 602310, 2012 | HeLa A3G-eYFP + Vif (tagged APOBEC3G with the HIV-1 protein that degrades it), YFP fluorescence, overnight | actives 0.076% (n = 410,000) | Potency, µM (titrated, usually from 46.1 µM), inactives show top-dose activity, negative = active, usual class: inhibitors | DNA dC->dU-editing enzyme APOBEC-3G (Homo sapiens), Q9HC16;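 further: potency means the concentration at half of the fitted maximal effect; on the % scale 0 is the no-effect control and ±100 the full control effect; nearly all actives have a fitted effect of over 60% in size; hits raise eYFP signal because A3G escapes Vif-driven loss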
# Target sequence (Q9HC16 whole entry, looked up): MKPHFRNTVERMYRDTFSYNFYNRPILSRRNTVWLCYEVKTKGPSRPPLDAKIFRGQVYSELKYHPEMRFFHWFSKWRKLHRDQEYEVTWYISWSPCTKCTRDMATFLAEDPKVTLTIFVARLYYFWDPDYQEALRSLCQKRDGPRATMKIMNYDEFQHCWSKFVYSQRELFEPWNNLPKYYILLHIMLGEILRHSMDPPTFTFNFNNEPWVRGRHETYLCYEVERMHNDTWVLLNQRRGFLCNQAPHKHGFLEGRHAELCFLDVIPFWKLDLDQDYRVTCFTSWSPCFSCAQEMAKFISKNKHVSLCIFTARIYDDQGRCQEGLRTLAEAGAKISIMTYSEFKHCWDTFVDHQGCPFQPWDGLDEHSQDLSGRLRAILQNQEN
#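 Read-out is eYFP fluorescence (Ex 488/Em 500-530) from Vif-expressing HeLa A3G-eYFP cells; more signal means A3G escaped Vif-mediated degradation. Cells plated overnight, compound pinned in, incubated overnight at 37 deg C.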
# mIDH1 inhibitor: qHTS for Inhibitors of mutant isocitrate dehydrogenase 1 (IDH1): qHTS | Isocitrate dehydrogenase [NADP] cytoplasmic (Homo sapiens), O75874 | IDH1-R132H enzyme, NADPH consumption, diaphorase/resazurin fluorescence | Potency, µM (series often up to 76.6 µM), for inactives: at the top dose activity change, negative = inhibition, hits mostly inhibitors | actives 0.093% (n = 390,000); further: potency means the concentration at half of the fitted maximal effect; on the % scale 0 is the no-effect control and ±100 the full control effect; nearly all actives have a fitted effect of over 65% in size
#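 IDH1-R132H (0.5 ug/mL dispensed) in pH 7.5 Tris buffer was preincubated 30 min with compound, then given a substrate mix of 0.016 mM NADPH and 2 mM alpha-KG for 80 min at room temperature; remaining NADPH was read by diaphorase/resazurin fluorescence.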
# USP1-UAF1 inh: Inhibitors of USP1/UAF1: Primary Screen; AID 743255, 2014; Potency, µM (series often up to 57.1 µM), for inactives: top-dose activity change, negative = inhibition, hits mostly inhibitors; actives 0.23% (n = 390,000); recombinant USP1/UAF1, Ub-Rhodamine cleavage fluorescence; further: potency means the concentration at half of the fitted maximal effect; on the % scale 0 is the no-effect control and ±100 the full control effect; nearly all actives have a fitted effect of over 60% in size; inactives centre near -12
#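 USP1/UAF1 complex (1 nM) preincubated 15 min at room temperature with compound, then Ub-Rho substrate (150 nM final) added. Kinetic fluorescence at 480/540 nm over 6 reads at 60 s intervals; 50 mM HEPES pH 7.8, 0.5 mM EDTA, 0.1 mg/ml BSA, 1 mM TCEP, 0.01% Tween-20.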
# TrxR1 substrate: qHTS Assay for Substrates of Mammalian Selenoprotein Thioredoxin Reductase 1 (TrxR1): qHTS. AID 588456, 2011. actives 0.01% (n = 390,000). purified TrxR1 substrate turnover, NADPH consumption readout. Potency, µM (titrated, usually from 114 µM), for the others: top-dose activity change, negative = substrate turnover; further: potency means the concentration at half of the fitted maximal effect; on the % scale 0 is the no-effect control and ±100 the full control effect; nearly all actives have a fitted effect of over 50% in size
# Target sequence (O89049 whole entry, looked up): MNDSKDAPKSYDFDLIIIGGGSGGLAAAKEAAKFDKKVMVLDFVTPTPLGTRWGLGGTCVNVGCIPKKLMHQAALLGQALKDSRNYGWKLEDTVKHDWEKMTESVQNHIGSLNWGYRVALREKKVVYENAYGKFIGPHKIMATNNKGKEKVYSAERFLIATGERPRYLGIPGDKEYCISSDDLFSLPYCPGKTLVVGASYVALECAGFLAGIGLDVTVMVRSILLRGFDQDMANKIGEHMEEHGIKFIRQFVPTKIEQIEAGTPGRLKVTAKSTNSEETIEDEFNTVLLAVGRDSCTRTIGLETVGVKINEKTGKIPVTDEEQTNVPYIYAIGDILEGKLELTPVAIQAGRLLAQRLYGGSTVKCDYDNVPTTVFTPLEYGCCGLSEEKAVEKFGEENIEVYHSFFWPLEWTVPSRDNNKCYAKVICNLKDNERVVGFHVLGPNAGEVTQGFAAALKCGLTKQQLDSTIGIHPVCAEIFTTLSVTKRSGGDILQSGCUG
#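 Rat TrxR1, dispensed at 90 nM, was prereduced with 400 uM NADPH (final) for 5 min at ~22 deg C, then incubated with compound 15 min before 400 uM selenite. A first-read NADPH fluorescence drop versus no-compound background flagged substrates.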
# Vif-APOBEC3F blk: qHTS for Inhibitors of Vif-A3F Interactions: qHTS | Potency, µM (top dose mostly 46.1 µM), inactives show at the highest dose activity, negative = active | HeLa A3F-eYFP + Vif (tagged APOBEC3F with the HIV-1 protein that degrades it), YFP fluorescence increase | actives 0.2% (n = 390,000); further: potency means the concentration at half of the fitted maximal effect; % of control where 0% means no effect; nearly all actives have a fitted effect of over 65% in size
#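 HeLa cells stably expressing A3F-eYFP plus Vif, plated and incubated overnight at 37 deg C, then exposed to compounds overnight at 37 deg C. Blocked degradation read as raised yellow fluorescence (Ex 488/Em 500-530).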
# RGS4 inhibitor: Inhibitors of Regulator of G Protein Signaling (RGS) 4: qHTS; Potency, µM (titrated, usually from 114 µM), inactives show at the top dose activity change, negative = inhibition, usual class: inhibitors; AID 504845, 2011; Regulator of G-protein signaling 4 (Homo sapiens), P49798; Transcreener GDP fluorescence polarization, RGS4-accelerated GTP hydrolysis; actives 0.039% (n = 390,000); further: potency means the concentration at half of the fitted maximal effect; on the % scale 0 is the no-effect control and ±100 the full control effect; nearly all actives have a fitted effect of over 75% in size; some results filed as inactive show a strong effect at the top dose
# Target sequence (P49798 whole entry, looked up): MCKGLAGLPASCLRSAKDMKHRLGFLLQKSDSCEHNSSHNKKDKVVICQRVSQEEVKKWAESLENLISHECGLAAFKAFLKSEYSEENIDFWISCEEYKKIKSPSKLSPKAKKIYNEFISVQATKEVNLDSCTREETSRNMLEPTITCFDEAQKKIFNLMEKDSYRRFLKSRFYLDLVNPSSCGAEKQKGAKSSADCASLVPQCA
#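 MLSMR compounds (23 nl, pin-transferred) preincubated 10 min at room temperature with a 500nM (2x) first reagent, then RGS4 at 900nM (2x) plus Transcreener GDP mix added; fluorescence polarization (620/688 nm) read before and after 90 min at 30 °C.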
# LDHA block: qHTS assay for inhibitors of human lactate dehydrogenase; AID 1347041, 2019; activity change, % (values are at about 110 or 230 µM); purified LDHA, NADH/diaphorase-resazurin fluorescence; stronger effect = lower value; actives 0.15% (n = 480,000); in the data active means activity change below about -30%; inconclusive means mostly about -25% to -30%;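 further: plate controls were DMSO wells for no effect and wells without enzyme for full effect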
#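 Resorufin fluorescence (ex540/em590), read at 0 and 20 min after diaphorase/resazurin addition, reports the NADH left after a 5 min room-temperature reaction of 2 nM human LDH5 with 0.06 mM NADH and 0.2 mM pyruvate.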
# rTrxR1 inhibitor: qHTS Assay for Inhibitors of Mammalian Selenoprotein Thioredoxin Reductase 1 (TrxR1): qHTS. Thioredoxin reductase 1, cytoplasmic (Rattus norvegicus), O89049. recombinant rTrxR1, NADPH fluorescence consumption, selenite substrate. Potency, µM (highest dose often 114 µM), for inactives: at the highest dose activity change, negative = inhibition, actives largely listed as inhibitors. actives 1% (n = 390,000). AID 588453, 2011; further: potency means the concentration at half of the fitted maximal effect; on the % scale 0 is the no-effect control and ±100 the full control effect; nearly all actives have a fitted effect of over 65% in size
#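 Rat TrxR1 (90 nM in the dispensed reagent) was pre-reduced with 400 uM NADPH for 5 min at room temperature, then incubated with compound for 15 min. After 400 uM selenite was added, NADPH fluorescence (Ex 340/Em 450 nm) was followed for 8 min.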
# GRP78 ERSR act: qHTS for Inducers of the Endoplasmic Reticulum Stress Response (ERSR) in Human Glioma: qHTS. U87-MG GRP78 promoter luciferase reporter, 16 h. AID 602332, 2012. actives 0.02% (n = 420,000). Potency, µM, without a hit: top-dose activation, most hits filed as activators; further: potency means the concentration at half of the fitted maximal effect; series mostly up to about 76 µM; % of control where 0% means no effect; nearly all actives have a fitted effect of over 35% in size
#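 Stably transfected U87-MG glioma cells carrying a GRP78-based luciferase sensor; 16 h compound incubation. Luminescence end-point read 10 min after Bright-Glo addition at room temperature.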
# * = called active by the depositor; ? = inconclusive; / = no result given; [ ] = remark or other dose. Unless noted, the call rests on the fitted dose curve; in most records, active means well fitted curve in the direction sought with a large enough effect; inconclusive means small, poorly fitted or top-dose-only effect, or another doubt; inactive means no such curve, though single readings can be large; an effect the other way counts as inactive or inconclusive.
cpd | SMILES | Vif-A3G inh | mIDH1 inhibitor | USP1-UAF1 inh | TrxR1 substrate | Vif-APOBEC3F blk | RGS4 inhibitor | LDHA block | rTrxR1 inhibitor | GRP78 ERSR act
1 | Cc1ccc(C(=O)NC2CC3CCC(C2)N3Cc2ccco2)cc1 (stereo not given) | -2% | -5% | -9% | -1% | 1% | -21% | -6 | 5% | -6%
2 | CC(=O)c1ccc(N2CCC(c3cc(-c4ccc(Cl)cc4)n[nH]3)CC2)c([N+](=O)[O-])c1 | 0% | 1% | -14% | 3% | -7% | 15% | -1 | 14% | -6%
3 | COC(=O)c1cc(NC(=O)c2cccc(C(F)(F)F)c2)c(=O)oc1C/C=N/OCc1cccc(Cl)c1Cl | -9% | -3% | ? | -5% | ? | -11%[11.4 µM] | 13 | 5%[57.1 µM] | -4%
4 | Cc1ccc(CNCC(O)(c2ccc(F)cc2)c2ccc(F)cc2)cc1 | -8% | 4% | -6% | -2% | -7% | -16% | 0 | 4% | -4%
5 | O=C(Nc1ccnn1C1CCN(Cc2ccc(Cl)cc2)CC1)C1CCCC1 | 2% | 3% | -14% | -13% | 4% | -8% | -4 | -25% | -4%
6 | O=C(NCCc1ccccc1)c1ccc(Cn2c(SCc3ccccc3F)nc3cccnc32)cc1 | -4% | -7% | -1% | 4% | 1% | 6% | 0 | 16% | -2%
7 | COc1ccc(NC(=S)N(Cc2ccc(Cl)cc2)Cc2ccc(C(=O)O)cc2)cc1Cl | 3% | 5% | -10% | 1% | -5% | -28%[56.9 µM] | -4 | 1% | 0%
8 | CCCN(CCC)C(=O)CC(c1ccccc1)c1cc(C)ccc1O (stereo not given) | 2% | 5% | -17% | 0% | -11% | 12% | 8 | 7% | -1%
9 | N#CCc1nn(-c2ccc(Cl)cc2)c(N)c1C#N | 1% | 2% | -17% | 5%[57.1 µM] | -12% | -8% | 1 | -4%[11.4 µM] | -1%
10 | Oc1ccc(-c2csc(Nc3ccc4c(c3)OCO4)n2)c(O)c1 | -15% | ? | -28% | 3%[57.1 µM] | 5% | -27% | 9 | 11%[57.1 µM] | ?
11 | NC(=O)C1Cc2ccccc2CN1C(=O)c1nn(Cc2ccccc2)c(=O)c2ccccc12 (stereo not given) | 5% | -4% | -22% | 1% | 2% | -8% | -6 | 14% | -2%
12 | O=C(NC(Cc1ccccc1)C(=O)O)/C(=C/c1ccccc1)NC(=O)c1cccc(Br)c1 (stereo not given) | -5% | -5% | -4% | 5%[57.1 µM] | -2% | -9% | -7 | 10%[57.1 µM] | -5%
13 | CCOc1ccc(-c2cc(C(=O)N/N=C(\C)c3cccnc3)c3ccccc3n2)c(OCC)c1 | -2% | -2% | -17% | 17% | -2% | -22% | -4 | 29% | -2%
14 | CCOC(=O)C1=C(COC(=O)c2c(OC)cccc2OC)NC(=O)NC1C (stereo not given) | -21% | 6% | -21% | 13%[57.1 µM] | 0% | -10% | -1 | -38%[57.1 µM] | -3%
15 | Cc1cc(C)nc(NC(=O)c2cc([N+](=O)[O-])cc([N+](=O)[O-])c2)n1 | 0% | -3% | 7% | -4% | -8% | 10% | 2 | 10% | -3%
16 | CCCCOc1ccc(C(=O)Nc2sc3c(c2C(=O)OCC)CCCCC3)cc1 | -2% | -3% | -10% | 4% | 2% | 10% | -5 | 5% | -3%
17 | COc1ccc(C)cc1NC(=O)c1cnc2ccc(C)cn2c1=O | -4% | -25% | 0% | -1% | -1% | -2% | -13 | 19% | -5%
18 | NC(=O)c1ccsc1NC(=O)COC(=O)/C=C/c1ccccc1[N+](=O)[O-] | -25% | 4% | -5% | 9%[57.1 µM] | -7% | -32% | -2 | 16%[57.1 µM] | -1%
19 | CCCNC(=O)C(=O)NCc1ccccn1 | -2% | -10% | 3% | 5% | 0% | -6%[11.4 µM] | -1 | 11% | 0%
20 | Cc1ccccc1/C(N)=N/OC(=O)c1ccc(F)cc1 | -3% | 0% | -4% | 3% | -12% | -26% | -1 | 5% | 4%
21 | Cc1cc(C(=O)N/N=C/c2c3ccccc3cc3ccccc23)n[nH]1 | ? | 6% | 0% | 2% | -11% | 6% | 0 | 14% | 3%
22 | O=C(COC(=O)CNC(=O)c1ccccc1)Nc1ccc2c(c1)OCO2 | -2% | 2% | -10% | -4% | -1% | 14% | -7 | -1% | 2%
23 | Cc1ccc(C(c2c(NC(=O)c3ccco3)sc(C)c2C)N2CCOCC2)cc1 (stereo not given) | 0% | -3% | 5% | / | -1% | / | -8 | / | -3%
24 | CC(C)(C)OC(=O)N1CCC(CNC(=O)c2cccs2)CC1 | -3% | 15% | -13% | 15%[57.1 µM] | -3% | 8% | -9 | 29%[57.1 µM] | -8%
25 | Cc1ccc(CNC(=O)c2ccc(OCC3CCCO3)cc2)cc1 (stereo not given) | 1% | 2% | -18% | 7%[0.457 µM] | 2% | -2% | -1 | 12% | -4%

# Compounds from the list above that have fluorine:
cpd | SMILES | Vif-A3G inh | mIDH1 inhibitor | USP1-UAF1 inh | TrxR1 substrate | Vif-APOBEC3F blk | RGS4 inhibitor | LDHA block | rTrxR1 inhibitor | GRP78 ERSR act
3 | COC(=O)c1cc(NC(=O)c2cccc(C(F)(F)F)c2)c(=O)oc1C/C=N/OCc1cccc(Cl)c1Cl | -9% | -3% | ? | -5% | ? | -11%[11.4 µM] | 13 | 5%[57.1 µM] | -4%
4 | Cc1ccc(CNCC(O)(c2ccc(F)cc2)c2ccc(F)cc2)cc1 | -8% | 4% | -6% | -2% | -7% | -16% | 0 | 4% | -4%
6 | O=C(NCCc1ccccc1)c1ccc(Cn2c(SCc3ccccc3F)nc3cccnc32)cc1 | -4% | -7% | -1% | 4% | 1% | 6% | 0 | 16% | -2%
20 | Cc1ccccc1/C(N)=N/OC(=O)c1ccc(F)cc1 | -3% | 0% | -4% | 3% | -12% | -26% | -1 | 5% | 4%

# Continuation:
item	Structure	Vif-A3G inh	mIDH1 inhibitor	USP1-UAF1 inh	TrxR1 substrate	Vif-APOBEC3F blk	RGS4 inhibitor	LDHA block	rTrxR1 inhibitor	GRP78 ERSR act
26	Cc1ccc(NC(=O)CSc2nc(-c3ccc(F)cc3)cc(C(F)(F)F)c2C#N)cc1	-1%	43%[activator]	-19%	7%	3%	-23%	-4	33%	-2%
27	Cc1cnc(C)c(N2CCN(Cc3nc(-c4ccc(C)o4)oc3C)CC2)n1	2%	4%	-10%	-15%[57.1 µM]	0%	-3%	1	-47%	-1%
28	Cc1ccc(CN2C(=O)CSC2c2ccc(F)cc2)cc1 (stereo not given)	2%	0%	-19%	-3%	9%	-9%	-1	17%	-1%
29	Cc1cccc(Oc2ccccc2NC(=O)c2cnccn2)c1	-4%	5%	-15%	9%[57.1 µM]	-5%	-46%	-6	16%[57.1 µM]	-4%
30	C=CCNS(=O)(=O)c1ccc(OCC(=O)OC)cc1	-2%	5%	-7%	8%	-3%	13%	0	14%	-5%
31	COc1cccc(C(=O)Nc2ccc3c(c2)C(=O)c2ccccc2C3=O)c1	-1%	-1%	-21%	-2%	-6%	-30%[11.4 µM]	0	16%	5%
32	CC1CCN(CCCNC(=O)c2cn(C)c3ccc(S(=O)(=O)N(C)C4CCCCC4)cc3c2=O)CC1	6%	17%	-12%	4%	3%	-17%	-2	17%	-3%
33	CCN(CC)S(=O)(=O)c1ccc(/C=C/C(=O)OCC(=O)N(C)C)cc1	0%	9%	?	7%[57.1 µM]	6%	3%	-2	21%[57.1 µM]	-4%
34	CCOc1cc(NC(=O)c2ccco2)c(OCC)cc1NC(=O)c1ccco1	4%	1%	-24%	20%	11%	-7%	5	7%	-4%
35	CCOC(=O)N1CCN(C(=O)c2ccc(-n3c(=S)[nH]c4ccccc4c3=O)cc2)CC1	2%	12%	-15%	10%[57.1 µM]	4%	-12%	-7	1%[57.1 µM]	2%
36	Cc1ccc(Cl)cc1N(CC(=O)NC1CCCCC1)S(C)(=O)=O	-1%	-1%	-20%	15%	1%	-6%	-6	19%	-4%
37	CCCc1cc(=O)oc2cc(OC(C)C(=O)NCC3CCC(C(=O)O)CC3)ccc12 (stereo not given)	3%	2%	-29%	50%[activator]	-2%	-7%	-6	-2%	0%
38	O=C(COC(=O)c1cccc(O)c1)NCc1ccc2c(c1)OCO2	2%	-12%	-7%	4%[57.1 µM]	6%	-32%[56.9 µM]	3	26%[57.1 µM]	-6%
39	COc1cc(C)c(S(=O)(=O)N2CCOCC2)c(C)c1C	-2%	5%	-10%	17%[57.1 µM]	10%	-3%	-3	35%[57.1 µM]	-5%

# Not all compounds are listed; rates above refer to the full screens.
